Screening results: PubChem, National Center for Advancing Translational Sciences (NCATS)
Texas Red fluor: qHTS Assay for Spectroscopic Profiling in Texas Red Spectral Region; Compound fluorescence, Texas Red channel, 547/618 nm; hits give high values; 59,000 compounds, 0.06% hits; max dye-equivalent concentration, M; in the data active = max dye-equivalent concentration above about 10 nM; inconclusive = between about 1.1 nM and that limit
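Spectral interference profiling: each compound concentration's relative fluorescence, read with a 547 nm excitation and 618 nm emission filter pair, was normalized to a per-plate Texas Red standard curve.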
A350 autofl: qHTS Assay for Spectroscopic Profiling in A350 Spectral Region; Compound autofluorescence, 340/450 nm, Alexa 350 dye-equivalents; hits give high values; max dye-equivalent concentration, M; 59,000 compounds, 11% hits; AID 590, 2007; in the data active = max dye-equivalent concentration above about 10 nM; inconclusive = mostly about 1.1 nM to 9.6 nM
Fluorescein fluor: qHTS Assay for Spectroscopic Profiling in Fluorescein Spectral Region; Compound autofluorescence, 480/540 nm, fluorescein-equivalent; hits give high values; max fluorescein-equivalent concentration, M; 59,000 compounds, 0.91% hits; AID 593, 2007; in the data active = max fluorescein-equivalent concentration above about 10 nM; inconclusive = between about 1.1 nM and that limit
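Read-out is intrinsic compound fluorescence at 480/540 nm (excitation/emission), expressed as dye-equivalent concentration using a fluorescein standard series run on every plate. Compounds sat 15 min at room temperature in 100 mM Tris, pH 8.0.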
4MU fluor: qHTS Assay for Spectroscopic Profiling in 4-MU Spectral Region. compound autofluorescence, 340/450 nm, 4-MU equivalents; hits give high values. max dye-equivalent concentration, M. 59,000 compounds, 11% hits. AID 589, 2007; in the data active = max dye-equivalent concentration above about 10 nM; inconclusive = mostly about 1.1 nM to 9.6 nM
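Intrinsic fluorescence at 340/450 nm (ex/em) was read after 15 min at room temperature in pH 8.0, 100 mM Tris. Each compound concentration expressed as 4-MU-equivalent concentration from a six-point 4-MU standard series on each plate.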
USP2a inhib: qHTS Assay for Inhibitors of Ubiquitin-specific Protease USP2a | Ubiquitin carboxyl-terminal hydrolase 2 (Homo sapiens), O75604 | Potency, µM (highest dose often 38.3 µM), for the others: at the highest dose activity change, negative = inhibition, actives largely listed as inhibitors | 60,000 compounds, 0.1% hits | USP2a enzymatic assay, qHTS inhibition;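 also: potency is read from the fitted curve at half-maximal effect; nearly all actives have a fitted effect of over 60% in size; plate controls were DMSO for no effect and NEM full inhibition control for full effect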
Target sequence (O75604 whole entry, looked up): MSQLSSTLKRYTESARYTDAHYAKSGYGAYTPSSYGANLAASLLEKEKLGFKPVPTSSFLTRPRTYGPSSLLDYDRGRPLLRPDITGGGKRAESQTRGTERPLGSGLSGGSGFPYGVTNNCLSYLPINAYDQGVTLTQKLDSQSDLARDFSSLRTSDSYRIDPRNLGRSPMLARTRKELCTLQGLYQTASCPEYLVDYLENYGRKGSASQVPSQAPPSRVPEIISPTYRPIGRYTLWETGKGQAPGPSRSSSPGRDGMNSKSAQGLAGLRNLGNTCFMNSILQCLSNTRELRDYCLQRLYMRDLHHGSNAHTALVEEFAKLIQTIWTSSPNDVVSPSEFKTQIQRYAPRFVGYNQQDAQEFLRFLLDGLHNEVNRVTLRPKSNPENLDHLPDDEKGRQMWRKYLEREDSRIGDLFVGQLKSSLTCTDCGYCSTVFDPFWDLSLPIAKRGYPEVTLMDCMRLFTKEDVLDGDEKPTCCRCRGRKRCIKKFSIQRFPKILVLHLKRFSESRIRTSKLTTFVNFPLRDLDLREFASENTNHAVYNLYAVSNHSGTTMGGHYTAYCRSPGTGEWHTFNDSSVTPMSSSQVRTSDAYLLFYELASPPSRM
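USP2 core (20nM final) preincubated 30 min RT with compound, then Ub-PLA2 20nM and NBD C6-HPC 20uM final added; buffer 20mM Tris-HCl pH 8.0, 2mM CaCl2. Fluorescence Ex 460/Em 535 read at 0 and 2.5 h; normalized to NEM.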
BRCT inh green: qHTS Assay for Inhibitors of BRCT-Phosphoprotein Interaction (Green Fluorophore). Potency, µM (highest dose often 76.9 µM), inactives show at the highest dose activity change, negative = inhibition, hits mostly inhibitors. 75,000 compounds, 0.05% hits. Breast cancer type 1 susceptibility protein (Homo sapiens), P38398. BRCA1 BRCT-phosphopeptide binding, green fluorescence polarization;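 also: potency is read from the fitted curve at half-maximal effect; plate controls were peptide without protein for full effect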
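Fluorescence polarization: His-tagged BRCT (~35 kDa BRCA1 C-terminus, 250 nM) bound to 100 nM fluorescein-labeled phosphorylated 10-aa BACH1 peptide, pH 7.3 phosphate buffer with DTT and Tween 20. Compounds incubated 12 min at room temperature; inhibition read as lowered polarization.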
HEK293 cAMP ctrl: qHTS Assay for Agonists of the Thyroid Stimulating Hormone Receptor: Activators of Intracellular cAMP Concentrations in Parental HEK 293; parental HEK293 CNG cAMP sensor, membrane potential fluorescence; Potency, µM (titrated, usually from 57.1 µM), without a hit: top-dose activation, hits mostly activators; 73,000 compounds, 2.5% hits; also: potency is read from the fitted curve at half-maximal effect; % of control where 0% means no effect; nearly all actives have a fitted effect of over 55% in size
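Parental HEK 293 cells stably expressing a modified CNG channel (no TSHR) report cAMP rise as membrane depolarization. Membrane potential dye with 100 uM RO 20-1724 was loaded for 60 min at room temperature, then compound added for 30 min; fluorescence read at 590 nm.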
BRCT PPI red: qHTS Assay for Inhibitors of BRCT-Phosphoprotein Interaction (Red Fluorophore). Breast cancer type 1 susceptibility protein (Homo sapiens), P38398. BRCT-phosphopeptide binding, red fluorescence polarization. Potency, µM (highest dose often 76.9 µM), inactives show at the top dose activity change, negative = inhibition, hits mostly inhibitors. 75,000 compounds, 0.03% hits; also: % is scaled to controls: 0 for no effect and ±100 for the full control effect
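Fluorescence polarization: 100 nM His-tagged BRCA1 BRCT with 100 nM TAMRA-labelled phospho-BACH1 decapeptide, phosphate buffer pH 7.3 with 150 mM NaCl, DTT, 0.01% Tween 20; 12 min RT. Binding inhibition seen as FP decrease.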
Rhodamine fluor: qHTS Assay for Spectroscopic Profiling in Rhodamine Spectral Region; Rhodamine-region fluorescence, 547/598 nm, Tris buffer; hits give high values; max dye-equivalent concentration, M; 59,000 compounds, 0.05% hits; AID 594, 2007; in the data active = max dye-equivalent concentration above about 11 nM; inconclusive = between about 1.1 nM and that limit
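A six-point rhodamine series on each plate calibrates the signal. Compounds sit in 100 mM Tris (pH 8.0) for 15 min at ambient temperature before imaging through 547 nm/598 nm filters.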
Casp7 inh: qHTS Assay for Allosteric/Competitive Inhibitors of Caspase-7; Potency, µM (highest dose often 57.5 µM), for inactives: top-dose activity change, negative = inhibition, hits mostly inhibitors; 75,000 compounds, 0.02% hits; recombinant caspase-7, Ac-DEVD-AFC fluorescence rate; active = well fitted inhibition curve with a large enough effect in the main read-out, with a control signal flat, not every such curve was filed as active; inconclusive = small, poorly fitted or top-dose-only effect, or a change in a side signal; also: potency is read from the fitted curve at half-maximal effect; % of control where 0% means no effect
Target sequence (P55210 24-198 limits assumed): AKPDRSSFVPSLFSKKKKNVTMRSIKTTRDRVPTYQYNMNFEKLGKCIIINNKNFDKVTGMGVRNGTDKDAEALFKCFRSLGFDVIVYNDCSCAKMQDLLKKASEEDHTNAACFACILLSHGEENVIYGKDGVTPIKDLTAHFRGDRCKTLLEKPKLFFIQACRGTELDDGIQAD
Target sequence (P55210 207-303 limits assumed): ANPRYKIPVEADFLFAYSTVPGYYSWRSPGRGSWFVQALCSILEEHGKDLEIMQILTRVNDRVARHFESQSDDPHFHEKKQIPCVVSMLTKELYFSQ
Caspase-1 inhib: qHTS Assay for Allosteric/Competitive Inhibitors of Caspase-1. P29466. AID 900, 2007. Caspase-1 enzyme, Ac-WEHD-AFC fluorogenic rate. 75,000 compounds, 0.03% hits. Potency, µM (top dose mostly 57.5 µM), for the others: at the top dose activity change, negative = inhibition, usual class: inhibitors;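 also: potency is read from the fitted curve at half-maximal effect; plate controls were vehicle for no effect and no substrate for full effect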
An asterisk follows results filed as active; i = inactive; ? = inconclusive; / = no result given; [ ] = another dose, or the depositor's remark. Unless noted, calls follow the shape of the dose curve; as a rule, active = well fitted curve in the direction sought with a large enough effect; inconclusive = small, poorly fitted or top-dose-only effect, or another doubt; inactive = no such curve, though single readings can be large; an effect the other way counts as inactive or inconclusive.

SMILES	Texas Red fluor	A350 autofl	Fluorescein fluor	4MU fluor	USP2a inhib	BRCT inh green	HEK293 cAMP ctrl	BRCT PPI red	Rhodamine fluor	Casp7 inh	Caspase-1 inhib
COc1ccc(N2CCN(Cc3cc(=O)oc4cc5c(cc34)CCCC5)CC2)cc1	i	i	i	i	4%	0.5%	-26%	1.4%	i	0%	-1%
O=C(Nc1ccc(Cl)cc1C(=O)NCC1CCCO1)c1ccco1 (stereo unspecified)	?	i	i	i	5%	-0.5%	17%	0.2%	i	1%	0%
O=CN1CCC(=O)N(Cc2ccccc2)c2ccccc21	i	i	i	i	-2%	-0.9%	8%	0.5%	i	0%	2%
COc1ccc(CN2C(=O)c3ccccc3C2C(=O)NCc2cccnc2)c(OC)c1 (stereo unspecified)	i	i	i	i	5%	-0.1%	4%	0.8%	i	2%	-4%
CCCc1cc2c(cc1NS(=O)(=O)c1ccc(CCNC(C)=O)cc1)OCO2	i	i	i	i	6%	-0.6%	10%	-1.0%	i	0%	2%
Cn1c(=S)[nH]c2cccnc21	?	i	i	i	20%	0.2%	-3%	1.2%	i	0%	0%
CSc1nccn1CC(=O)Nc1ccc(F)cc1	i	?	i	i	5%	-0.5%	4%	1.2%	i	0%	0%
COc1ccc(Cl)cc1-n1c(=S)sc2c(=O)[nH]c(SCC(=O)NCC3CCCO3)nc21 (stereo unspecified)	?	i	i	i	-6%	-3.1%	8%	-0.8%	i	-4%	-9%
C=CCOC(=O)C(C(C)=O)C(NC(=O)OC)c1cccc(C)c1 (stereo unspecified)	/	/	/	/	/	-1.0%[15.4 µM]	-4%[11.4 µM]	1.3%[15.4 µM]	/	1%[11.5 µM]	-1%[11.5 µM]
O=C(O)c1ccc2c3c(cccc13)C(=O)N(c1ccccc1O)C2=O	/	/	/	/	15%	19%	10%	0.7%	/	-8%	-3%
Cn1c(=O)cc(OCC(=O)NC2CCCCC2)c2ccccc21	i	i	?	i	15%	1.0%	26%	-1.4%	i	0%	-1%
C=CCn1c(SCCN2CCOCC2)nc2c1c(=O)[nH]c(=O)n2C	?	?	?	i	-6%	0.0%	10%	-0.9%	i	8%	-1%
Cc1nn2c(=O)nc3sc4c(c3c2[nH]c1=O)CCCC4	i	?	i	i	-9%	-3.3%	3%	1.4%	i	0%	-1%
Cc1ccc(-c2cc(C(F)F)n3ncc(C(=O)N4CCN5CCCC5C4)c3n2)cc1 (stereo unspecified)	i	4.2e-08M*	i	3.7e-08M*	27%	-2.1%	20µM*	0.9%	i	-10%	-9%
O=C(NC1CCCCCC1)C1CCN(S(=O)(=O)c2cccc3cccnc23)CC1	/	/	/	/	/	-2.0%	6%	-0.4%	/	-2%	-5%
Cc1nnc(SCc2cn3ccsc3n2)n(N)c1=O	i	i	?	i	-1%	-1.4%	12%	0.0%	i	-4%	1%
Cc1cccc(NC(=O)c2c(O)c3cccc4c3n(c2=O)CCC4)n1	i	?	i	i	-1%	0.6%	-5%	-1.9%	i	-3%	4%
CC1(C)S[C@@H]2[C@H](NC(=O)[C@H](C(=O)O)c3ccsc3)C(=O)N2[C@H]1C(=O)O	?	i	?	i	-13%[17.1 µM]	0.3%[34.4 µM]	-5%[25.6 µM]	-0.8%[34.4 µM]	i	2%[25.7 µM]	-3%[25.7 µM]
C/C(N)=C(/C#N)C(=O)COC(=O)c1cc(S(=O)(=O)N2CCCCC2)ccc1C	i	i	i	i	25%	2.0%	8%	0.3%	i	-7%	0%
Cc1cc(O)c(C2(C(F)(F)F)NCCNC2=O)cc1C (stereo unspecified)	i	i	i	i	3%	-2.5%	-2%	-3.7%	i	1%	1%
Cn1c(N)c(C(=O)COC(=O)CCCc2c[nH]c3ccccc23)c(=O)n(C)c1=O	i	i	i	i	7%	-1.2%	23%	1.3%	i	2%	-2%
CCOC(=O)Cc1csc(NC(=O)CS(=O)(=O)Cc2ccccc2)n1	?	1.1e-08M*	i	1.1e-08M*	2%	0.6%	-18%	-1.4%	i	-4%	-8%
Brc1ccc2oc3c(N4CCOCC4)ncnc3c2c1	i	i	?	i	14%	-1.9%	21%	0.2%	i	0%	-1%
C=CCNc1nc(C2(C)CC3(CC(C)OC3=O)C(=O)O2)cs1 (stereo unspecified)	/	/	/	/	4%[7.66 µM]	-0.3%	-7%[11.4 µM]	-0.6%	/	-2%	-1%
CCc1ccc(Nc2ncc3c(n2)CC(c2ccco2)CC3=O)cc1 (stereo unspecified)	?	?	i	3.8e-08M*	23%	-0.1%	12%	1.1%	i	-6%	-9%
Cc1cccc(NC(=O)COc2ccccc2C)n1	i	i	i	i	10%	-1.7%	9%	0.6%	i	-3%	0%
OC[C@@H]1O[C@@H](n2cnc3c(NCCc4ccccc4)ncnc32)[C@@H](O)[C@H]1O	i	i	i	i	/	/	?	/	i	/	/
CC1CN(c2nc3c(c(=O)n(Cc4ccc(Cl)c(Cl)c4)c(=O)n3C)n2C)CC(C)O1 (stereo unspecified)	?	i	i	i	22%	-3.4%	21%	-0.2%	i	-5%	-4%
CCCCOC(=O)C1C2C=C[C@]3(CN(CCCOC)C(=O)[C@H]13)O2 (stereo partly specified)	?	i	i	i	-8%	-3.6%	5%	1.5%	i	0%	-4%
Cc1cccc(N(Cc2nnc3n2CCCCC3)C(=O)Nc2ccccc2)c1	?	i	i	i	4%	-1.9%	-2%	-2.9%	i	1%	1%

Continued (two carried over from the part before).
SMILES	Texas Red fluor	A350 autofl	Fluorescein fluor	4MU fluor	USP2a inhib	BRCT inh green	HEK293 cAMP ctrl	BRCT PPI red	Rhodamine fluor	Casp7 inh	Caspase-1 inhib
CCCCOC(=O)C1C2C=C[C@]3(CN(CCCOC)C(=O)[C@H]13)O2 (stereo partly specified)	?	i	i	i	-8%	-3.6%	5%	1.5%	i	0%	-4%
Cc1cccc(N(Cc2nnc3n2CCCCC3)C(=O)Nc2ccccc2)c1	?	i	i	i	4%	-1.9%	-2%	-2.9%	i	1%	1%
Cc1c(O)c(CN2CCCC2)cc2c1oc(=O)c1ccccc12	i	?	i	?	/	/	/	/	i	/	/
FC(F)(F)c1ccccc1-c1nc(-n2ccnc2)c2ccccc2n1	i	i	?	i	-26%	-0.9%	?	1.4%	i	-1%	-1%
Cc1cccnc1NC(=O)c1c(O)c2ccccc2n(C)c1=O	/	/	/	/	0%	-0.6%	7%	-7.1%	/	-3%	-12%
CN1CCN(S(=O)(=O)c2ccc(N(C)CC(=O)Nc3ccc(F)cc3)nc2)CC1	i	i	i	i	2%	-0.6%	-11%	-0.5%	i	0%	0%
Nc1nc(CN2CCN(Cc3ccc4c(c3)OCO4)CC2)nc(Nc2ccccc2)n1	i	i	i	i	28%	-4.3%	30%	-0.2%	i	0%	-1%
Cc1ncn(-c2ccccc2O)c1C	i	4e-07M*	?	3.6e-07M*	/	-0.7%[15.4 µM]	-3%[11.4 µM]	0.8%[15.4 µM]	i	-1%[11.5 µM]	1%[11.5 µM]
CSc1nc2c(c(-c3ccc(O)cc3)c1C#N)CCC2	i	1.8e-08M*	?	1.5e-08M*	-6%	1.1%	26%	-0.4%	i	-8%	-7%
Cn1c(=O)c2ncn(CC(=O)NCCOc3ccccc3)c2n(C)c1=O	i	i	i	i	-9%	-1.6%	-1%	-0.9%	i	-3%	-1%
COc1ccc(NC(=O)N2CCC3(CC2)CCN(C(=O)c2cccc(F)c2)CC3)cc1	i	i	i	i	52%[activator]	-0.3%	4%	0.1%	i	-3%	-3%
O=S(=O)(c1ccc(NCC2CCCCC2)nc1)N1CCOCC1	i	i	?	i	5%	-0.9%	?	0.6%	i	-1%	0%
CC(C)/C(O)=C1/C(=O)OC(c2ccoc2)[C@@]2(C)C(O)C(O)[C@@]34OC5(C)OC67CC(C)(C(O)[C@@]6(O)C(O)[C@@]3(O5)C12)C(CC(=O)O)[C@@]74C (stereo partly specified)	/	/	/	/	14%	0.2%[3.08 µM]	/	0.3%	/	0%	1%
Fc1cc2nccnc2cc1N1CCSCC1	?	?	?	?	-1%	-1.4%	4%	0.0%	i	-1%	-2%
Cc1ccc(O)c(C(CC(=O)N2CCCC2)c2ccccc2)c1 (stereo unspecified)	/	/	/	/	12%	1.3%	10%	1.4%	/	0%	-1%
CC1(O)C(=O)C=C2C=C3CCCN3C=C2C1=O (stereo unspecified)	/	/	/	/	/	-3.8%[15.4 µM]	0%[11.4 µM]	-1.0%[15.4 µM]	/	-4%[11.5 µM]	-2%[11.5 µM]
O=C(Nc1cccc(F)c1)c1ccc2c(c1)OCO2	i	i	i	i	-5%	-1.8%	12%	0.7%	i	1%	0%
Cc1ccc(Cn2c(C)nc3c(c2=O)c2nc4ccccc4nc2n3Cc2ccco2)cc1	?	1e-06M*	?	7.6e-07M*	31%[activator]	0.7%	2%	0.2%	i	?	?

Not all compounds are listed; the hit share may differ from the screen's.
